eLon inh – inhibitors of E. coli Lon protease, primary screen, biochemical, fluorescence polarization; purified E. coli Lon protease; inhibition, % at 7.94 µM; actives 0.42% (n = 360,000); AID 602123, 2011; in the data active means inhibition above about 13%, passing the limit was not always enough;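 further: 0% = enzyme with probe and DMSO and 100% = no enzyme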
Target sequence (P0A9M0 whole entry, looked up): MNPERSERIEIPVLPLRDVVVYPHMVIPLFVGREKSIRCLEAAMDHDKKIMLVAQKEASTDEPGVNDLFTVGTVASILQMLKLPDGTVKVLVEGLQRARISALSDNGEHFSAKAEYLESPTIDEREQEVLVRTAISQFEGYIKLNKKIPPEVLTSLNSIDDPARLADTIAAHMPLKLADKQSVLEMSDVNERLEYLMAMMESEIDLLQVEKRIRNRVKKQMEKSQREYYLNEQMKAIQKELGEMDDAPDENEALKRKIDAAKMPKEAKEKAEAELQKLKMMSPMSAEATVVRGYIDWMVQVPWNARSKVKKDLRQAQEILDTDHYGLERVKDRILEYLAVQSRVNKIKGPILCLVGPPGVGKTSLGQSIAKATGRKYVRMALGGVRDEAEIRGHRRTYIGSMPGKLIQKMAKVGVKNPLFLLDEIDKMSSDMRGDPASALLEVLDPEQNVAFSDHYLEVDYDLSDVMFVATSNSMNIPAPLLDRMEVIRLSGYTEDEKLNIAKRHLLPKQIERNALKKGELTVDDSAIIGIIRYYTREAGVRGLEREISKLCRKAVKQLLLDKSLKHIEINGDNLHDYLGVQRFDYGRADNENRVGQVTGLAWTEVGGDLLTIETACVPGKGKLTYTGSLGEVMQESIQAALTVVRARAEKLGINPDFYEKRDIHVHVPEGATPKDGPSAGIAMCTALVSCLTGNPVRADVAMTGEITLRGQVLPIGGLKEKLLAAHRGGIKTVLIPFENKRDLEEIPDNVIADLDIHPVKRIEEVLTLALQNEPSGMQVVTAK
NRP1-CendR mod – modulators of CendR peptide binding to NRP-1, primary screen, biochemical, fluorescence polarization, uHTS | Neuropilin-1 (Homo sapiens), O14786 | FAM-RPARPAR peptide binding to NRP-1 | inhibition, % at 25 µM | actives 0.85% (n = 360,000);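 active means inhibition or corrected inhibition above about 18%, plus a signal ratio from 0.5 to 1.5, limit read from the data, passing the limit was not always enough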; further: strong numbers were not always called active
MsrA inh – bovine MsrA enzyme inhibitors, primary screen, biochemical, absorbance, HTS; AID 651718, 2012; actives 0.75% (n = 360,000); inhibition, % at 15.5 µM; purified bovine MsrA, absorbance read-out; in the data active means inhibition above about 4.5%;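 further: 0% = vehicle wells with enzyme and 100% = reference inhibitor wells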
MT1-MMP act inh – blockers of MT1-MMP proenzyme processing, primary screen, HT1080 RFP-PRO-GFP cells, GFP/RFP fluorescence | actives 0.061% (n = 360,000) | GFP/RFP ratio change, % at 20 µM | GFP/RFP ratio fluorescence, overnight; percent of plate control window, DMSO zero;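 active means GFP/RFP ratio change of at least 30% with cell ATP level not reduced by more than half and red fluorescence within 50% of control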; further: strong numbers were not always called active
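Read-out: GFP/RFP fluorescence ratio; Test system: RFP-PRO-GFP reporter HT1080 cells; Compound dosing: single-point 20 µM compound, 1% DMSO; Times: overnight compound exposure at 37 °C.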
TbMetRS inhib – T. brucei MetRS inhibitors, primary screen, biochemical, luminescence | purified T. brucei MetRS, ATP depletion, Kinase-Glo luminescence | inhibition, % at 11.9 µM | actives 0.4% (n = 360,000);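 active means inhibition above a per-plate cutoff of the control wells' mean inhibition plus 3 SD, cut at about 5.5% in these data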;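 further: 0% = DMSO wells median and 100% = median of wells with control inhibitor compound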
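Material – parasite MetRS enzyme · Medium – HEPES-MgCl2-KCl buffer plus DTT, spermine, BSA, pyrophosphatase · Reagent – ATP, methionine and E. coli bulk tRNA substrates · Times – 15 min enzyme-compound preincubation, 2 h reaction, 10 min detection, 25 °C · Measured by – luminescence of leftover ATP · Evaluation – percent inhibition relative to median high and low control wells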
FAS TE block – FAS thioesterase domain inhibitors, primary screen, biochemical, fluorescence intensity, uHTS. Fatty acid synthase (Homo sapiens), P49327. recombinant FAS-TE, OMFH fluorogenic substrate, fluorescence endpoint. actives 0.67% (n = 360,000). AID 602261, 2012. inhibition, % at 15 µM;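 active means compounds whose normalised, plate-corrected inhibition of enzyme fluorescence in the single-dose primary screen is 50% or more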;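 further: 0% = DMSO with enzyme and 100% = substrate without enzyme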
bovine MsrA act – bovine MsrA enzyme activators, primary screen, biochemical, absorbance, HTS; purified bovine MsrA, absorbance read-out; activation, % at 10.6 µM; actives 0.3% (n = 360,000); AID 602163, 2012; Methionine sulfoxide reductase A (Bos taurus); in the data active means activation above about 7.5%;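 further: 0% = vehicle and 100% = reference activator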
MLLE-PAM2 inh – inhibitors of PABP1 MLLE–PAM2 peptide binding, primary screen, biochemical, fluorescence polarization, FITC-PAM2, GST-MLLE. Polyadenylate-binding protein 1 (Homo sapiens), P11940. inhibition, % at 20 µM. actives 0.36% (n = 360,000); in the data active means inhibition above about 35%, passing the limit was not always enough;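 further: plate controls were DMSO wells with GST-MLLE for no effect and wells lacking GST-MLLE protein for full effect; some results filed as inactive read as strong as hits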
SKN-1 inh – suppressors of acrylamide-induced Pgst-4::GFP reporter in worms, primary screen, SKN-1 inhibitor project, whole organism, uHTS, GFP/RFP fluorescence ratio, strain VP596; C. elegans VP596 Pgst-4::GFP/RFP ratio, 24 h; inhibition, % at 21.8 µM; actives 0.49% (n = 360,000);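 active means interference check ratio from 0.5 to 1.5 plus GFP to RFP signal ratio inhibition reaching or exceeding a fixed threshold, cut at about 30% in these data, passing the limit was not always enough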; further: some compounds called inactive have numbers as strong as hits
Numbers without * were called inactive.

COc1ccc(CN2CCN(C(=O)c3ccc(S(=O)(=O)NCc4ccco4)cc3)CC2)cc1F was read as eLon inh 6, NRP1-CendR mod 30*, MsrA inh 1.1, MT1-MMP act inh -12, TbMetRS inhib -0.4, FAS TE block -3, bovine MsrA act -3, MLLE-PAM2 inh 6 and SKN-1 inh 9.
`Cc1nn(-c2ccccc2)c(C)c1NC(=O)COC(=O)c1ccc(NC(=O)CC#N)cc1` gave eLon inh -13, NRP1-CendR mod -1, MsrA inh -0.7, MT1-MMP act inh -3, TbMetRS inhib -0.5, FAS TE block -5, bovine MsrA act -3, MLLE-PAM2 inh -23 and SKN-1 inh -8.
COc1ccc(NC(=O)N(CCN2CCCC2)Cc2cc3cc(OC)c(OC)cc3[nH]c2=O)cc1 was read as eLon inh -2, NRP1-CendR mod -25, MsrA inh 2.3, MT1-MMP act inh -1, TbMetRS inhib 0.0, FAS TE block -6, bovine MsrA act 1, MLLE-PAM2 inh -10 and SKN-1 inh -2.
For N#Cc1ccccc1NC(=S)NC(=O)C1CCC1 the results were eLon inh 5, NRP1-CendR mod 1, MsrA inh 0.7, MT1-MMP act inh -8, TbMetRS inhib -0.1, FAS TE block -2, bovine MsrA act -1, MLLE-PAM2 inh 32 and SKN-1 inh 1.
For CSc1cccc(NC(=O)c2ccco2)c1 the results were eLon inh 5, NRP1-CendR mod 21*, MsrA inh 0.9, MT1-MMP act inh 7, TbMetRS inhib 0.0, FAS TE block -5, bovine MsrA act 2, MLLE-PAM2 inh 1 and SKN-1 inh 15.
Screening O=C(Nc1ccccc1N1CCOCC1)c1cccc(Oc2ccccc2)c1 returned eLon inh 3, NRP1-CendR mod -10, MsrA inh -0.4, MT1-MMP act inh -3, TbMetRS inhib 0.0, FAS TE block 22, bovine MsrA act -2, MLLE-PAM2 inh -11 and SKN-1 inh 11.
C=CCc1ccc(OCCCOc2ccc(C(=O)O)cc2)c(OC)c1 was read as eLon inh -10, NRP1-CendR mod 16, MsrA inh -0.2, MT1-MMP act inh 0, TbMetRS inhib -1.2, FAS TE block -1, bovine MsrA act -8, MLLE-PAM2 inh -4 and SKN-1 inh 2.
Cc1c(C(=O)c2ccccc2)c2ccccn2c1CCC#N was read as eLon inh 13, NRP1-CendR mod 7, MsrA inh -0.1, MT1-MMP act inh 3, TbMetRS inhib -0.1, FAS TE block -1, bovine MsrA act -3, MLLE-PAM2 inh -3 and SKN-1 inh 12.
Screening CN(C)CCCN1C(=O)C(=O)/C(=C(/O)c2ccncc2)C1c1cccc(Br)c1 (stereo unspecified) returned eLon inh 0, NRP1-CendR mod 1, MsrA inh 2.3, MT1-MMP act inh 3, TbMetRS inhib -0.3, FAS TE block -4, bovine MsrA act -4, MLLE-PAM2 inh 2 and SKN-1 inh -17.
O=C(O)c1cc(-c2ccncc2)nc2ccc(S(=O)(=O)N3CCOCC3)cc12 was read as eLon inh 2, NRP1-CendR mod 0, MsrA inh 0.0, MT1-MMP act inh -1, TbMetRS inhib -0.1, FAS TE block -6, bovine MsrA act -13, MLLE-PAM2 inh 13 and SKN-1 inh -8.
For CSc1ccc(CN(C)C(=O)c2cccc(S(=O)(=O)N3CCN(Cc4ccccc4)CC3)c2)cc1 the results were eLon inh -1, NRP1-CendR mod -6, MsrA inh 0.7, MT1-MMP act inh -3, TbMetRS inhib -0.5, FAS TE block 22, bovine MsrA act -9, MLLE-PAM2 inh 4 and SKN-1 inh -6.
`CCOc1cc(/C=N/O)ccc1OCc1ccc(F)cc1` gave eLon inh 9, NRP1-CendR mod -6, MsrA inh -0.2, MT1-MMP act inh -1, TbMetRS inhib 0.2, FAS TE block -5, bovine MsrA act -7, MLLE-PAM2 inh 13 and SKN-1 inh 3.
Screening CCS(=O)(=O)n1nc(-c2ccc(Cl)cc2)nc1SC returned eLon inh 2, NRP1-CendR mod 8, MsrA inh 0.3, MT1-MMP act inh 3, TbMetRS inhib -0.2, FAS TE block 15, bovine MsrA act -3, MLLE-PAM2 inh 0 and SKN-1 inh -4.
For COc1ccccc1Nc1nc(-c2cccc(N3C(=O)c4ccccc4C3=O)c2)cs1 the results were eLon inh 14, NRP1-CendR mod 3, MsrA inh -1.1, MT1-MMP act inh 3, TbMetRS inhib -0.3, FAS TE block -8, bovine MsrA act -2, MLLE-PAM2 inh 4 and SKN-1 inh -14.
CCOC(=O)[C@]12CCC=C1N(Cc1ccc3c(c1)OCO3)C(=O)[C@H](CC(=O)NCc1ccccc1)C2 was read as eLon inh 3, NRP1-CendR mod -4, MsrA inh -0.1, MT1-MMP act inh -2, TbMetRS inhib -0.3, FAS TE block -1, bovine MsrA act -2 and SKN-1 inh 23.
Screening O=C(COc1ccc(S(=O)(=O)NCc2ccccc2)cc1Cl)NCC1CCCO1 (stereo unspecified) returned eLon inh 2, NRP1-CendR mod 13, MsrA inh 1.8, MT1-MMP act inh 7, TbMetRS inhib -1.4, FAS TE block -5, bovine MsrA act -6, MLLE-PAM2 inh -14 and SKN-1 inh 3.
`O=C(c1ccccc1)C1CCN(CC(=O)N2CCN(c3ccccc3)CC2)CC1` gave eLon inh -7, NRP1-CendR mod 15, MsrA inh -0.8, MT1-MMP act inh -2, TbMetRS inhib -0.4, FAS TE block -6, bovine MsrA act -4, MLLE-PAM2 inh 3 and SKN-1 inh 14.
For FC(F)(F)c1nc(NCc2cccnc2)c2ccccc2n1 the results were eLon inh -7, NRP1-CendR mod 12, MsrA inh -0.2, MT1-MMP act inh -3, TbMetRS inhib -1.0, FAS TE block 1, bovine MsrA act -2, MLLE-PAM2 inh -5 and SKN-1 inh 2.
Screening CC1(C)NC(=O)N(CCOc2cccc(Oc3ccccc3)c2)C1=O returned eLon inh 1, NRP1-CendR mod 9, MsrA inh 0.9, MT1-MMP act inh -4, TbMetRS inhib -0.7, FAS TE block 1, bovine MsrA act -3, MLLE-PAM2 inh -6 and SKN-1 inh 4.
`OC(c1ccccc1)(c1nc(-c2ccccc2)cs1)C(F)(F)F` (stereo unspecified) gave eLon inh -24, NRP1-CendR mod -5, MsrA inh -0.1, MT1-MMP act inh 0, TbMetRS inhib 0.1, FAS TE block 30, bovine MsrA act 1, MLLE-PAM2 inh -1 and SKN-1 inh 8.

The list goes on, starting with the last 2 of the part before.
Screening CC1(C)NC(=O)N(CCOc2cccc(Oc3ccccc3)c2)C1=O returned eLon inh 1, NRP1-CendR mod 9, MsrA inh 0.9, MT1-MMP act inh -4, TbMetRS inhib -0.7, FAS TE block 1, bovine MsrA act -3, MLLE-PAM2 inh -6 and SKN-1 inh 4.
`OC(c1ccccc1)(c1nc(-c2ccccc2)cs1)C(F)(F)F` (stereo unspecified) gave eLon inh -24, NRP1-CendR mod -5, MsrA inh -0.1, MT1-MMP act inh 0, TbMetRS inhib 0.1, FAS TE block 30, bovine MsrA act 1, MLLE-PAM2 inh -1 and SKN-1 inh 8.
Screening O=C(OCn1nnc2ccccc2c1=O)c1cc2ccccc2o1 returned eLon inh -7, NRP1-CendR mod 4, MsrA inh 1.2, MT1-MMP act inh 5, TbMetRS inhib -0.5, FAS TE block 6, bovine MsrA act -3, MLLE-PAM2 inh -1 and SKN-1 inh -10.
Screening CCCCNC(=O)OCC(CC)NC(=O)OCC(C)C (stereo unspecified) returned eLon inh 0, NRP1-CendR mod 1, MsrA inh 1.0, MT1-MMP act inh 1, TbMetRS inhib -0.2, FAS TE block -5, bovine MsrA act 0, MLLE-PAM2 inh 5 and SKN-1 inh 36*.
S=c1nc(-c2ccccc2)[nH]n1-c1ccccc1 was read as eLon inh -1, NRP1-CendR mod 6, MsrA inh 1.1, MT1-MMP act inh 8, TbMetRS inhib -0.4, FAS TE block -6, bovine MsrA act 2, MLLE-PAM2 inh 30 and SKN-1 inh 6.
`CC(=O)N1CCCN(C(=O)c2ccc3nc(Cc4ccccc4F)oc3c2)CC1` gave eLon inh -5, NRP1-CendR mod 3, MsrA inh 0.7, MT1-MMP act inh 1, TbMetRS inhib -0.2, FAS TE block 1, bovine MsrA act -6, MLLE-PAM2 inh -3 and SKN-1 inh 19.
C=C(C)C(=O)N1CC2(CC(c3cccc(NC(=O)/C=C\C)c3)=NO2)C[C@H]1C(N)=O (stereo partly specified) was read as eLon inh -2, NRP1-CendR mod -5, MsrA inh -1.5, MT1-MMP act inh 0, TbMetRS inhib 0.0, FAS TE block -7, bovine MsrA act 1, MLLE-PAM2 inh 9 and SKN-1 inh 4.
`CC(=O)NC1=C(N(C)C2CCS(=O)(=O)C2)C(=O)c2ccccc2C1=O` (stereo unspecified) gave eLon inh 4, NRP1-CendR mod 7, MsrA inh -0.1, MT1-MMP act inh 2, TbMetRS inhib 0.3, FAS TE block -8, bovine MsrA act -1, MLLE-PAM2 inh 23 and SKN-1 inh -1.
Screening CCOC(=O)C1(Cc2ccc(OC)cc2)CCN(C(=O)c2ccc3[nH]ccc3c2)CC1 returned eLon inh -1, NRP1-CendR mod 3, MsrA inh 0.3, MT1-MMP act inh -13, TbMetRS inhib -0.5, FAS TE block 8, bovine MsrA act -1, MLLE-PAM2 inh 6 and SKN-1 inh 3.
Screening O=c1[nH]cc(C(F)(F)F)cc1NS(=O)(=O)c1ccc([N+](=O)[O-])cc1 returned eLon inh -1, NRP1-CendR mod 10, MsrA inh -0.6, MT1-MMP act inh 2, TbMetRS inhib -0.4, FAS TE block 22, bovine MsrA act -8, MLLE-PAM2 inh 1 and SKN-1 inh -17.
For Cc1nc2ccccc2c2oc(C(=O)NCCN3CCN(C)CC3)cc12 the results were eLon inh -2, NRP1-CendR mod -1, MsrA inh -0.2, MT1-MMP act inh -4, TbMetRS inhib -0.3, FAS TE block -6, bovine MsrA act 2, MLLE-PAM2 inh -12 and SKN-1 inh 3.
`O=C(O)C(Cc1c[nH]c2ccccc12)NS(=O)(=O)c1ccc(Cl)c(C(F)(F)F)c1` (stereo unspecified) gave eLon inh 3, NRP1-CendR mod -1, MsrA inh -0.2, MT1-MMP act inh -2, TbMetRS inhib 0.3, FAS TE block 0, bovine MsrA act -3, MLLE-PAM2 inh -7 and SKN-1 inh 0.
For Cc1ccccc1NC(=O)C1CCCN(C(=O)Nc2ccc(F)cc2)C1 (stereo unspecified) the results were eLon inh -3, NRP1-CendR mod 6, MsrA inh 0.0, MT1-MMP act inh 1, TbMetRS inhib 0.2, FAS TE block -3, bovine MsrA act -2, MLLE-PAM2 inh 2 and SKN-1 inh 17.
`CCOC(=O)CSc1nnc([C@@H](NC(=O)OC(C)(C)C)C(C)C)o1` gave eLon inh 3, NRP1-CendR mod 6, MsrA inh 0.1, MT1-MMP act inh 1, TbMetRS inhib -1.8, FAS TE block -8, bovine MsrA act 0, MLLE-PAM2 inh -4 and SKN-1 inh 24.
COc1ccc(C(C)(C)C)cc1NC(=O)CCc1c(C)noc1C was read as eLon inh 4, NRP1-CendR mod 28*, MsrA inh -1.1, MT1-MMP act inh -2, TbMetRS inhib -0.3, FAS TE block -2, bovine MsrA act -1, MLLE-PAM2 inh 2 and SKN-1 inh 7.

Bioassay records from PubChem.
